# Screening data: PubChem, several laboratories
# TRPC6 inhibitor = inhibitors of mouse TRPC6 channel; B-score at 10 µM; HEK293-TRPC6, membrane potential dye, ACh-evoked depolarization; stronger effect = lower value; actives 1.1% (n = 310,000); Q61143;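 active = B-score under library mean minus 3 SD, initial fluorescence not abnormally high, positive integrated signal ratio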;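 also: B-score derived from integrated fluorescence ratio over the kinetic read; more negative B-score means stronger inhibition of depolarization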
# Target sequence (Q61143 whole entry, looked up): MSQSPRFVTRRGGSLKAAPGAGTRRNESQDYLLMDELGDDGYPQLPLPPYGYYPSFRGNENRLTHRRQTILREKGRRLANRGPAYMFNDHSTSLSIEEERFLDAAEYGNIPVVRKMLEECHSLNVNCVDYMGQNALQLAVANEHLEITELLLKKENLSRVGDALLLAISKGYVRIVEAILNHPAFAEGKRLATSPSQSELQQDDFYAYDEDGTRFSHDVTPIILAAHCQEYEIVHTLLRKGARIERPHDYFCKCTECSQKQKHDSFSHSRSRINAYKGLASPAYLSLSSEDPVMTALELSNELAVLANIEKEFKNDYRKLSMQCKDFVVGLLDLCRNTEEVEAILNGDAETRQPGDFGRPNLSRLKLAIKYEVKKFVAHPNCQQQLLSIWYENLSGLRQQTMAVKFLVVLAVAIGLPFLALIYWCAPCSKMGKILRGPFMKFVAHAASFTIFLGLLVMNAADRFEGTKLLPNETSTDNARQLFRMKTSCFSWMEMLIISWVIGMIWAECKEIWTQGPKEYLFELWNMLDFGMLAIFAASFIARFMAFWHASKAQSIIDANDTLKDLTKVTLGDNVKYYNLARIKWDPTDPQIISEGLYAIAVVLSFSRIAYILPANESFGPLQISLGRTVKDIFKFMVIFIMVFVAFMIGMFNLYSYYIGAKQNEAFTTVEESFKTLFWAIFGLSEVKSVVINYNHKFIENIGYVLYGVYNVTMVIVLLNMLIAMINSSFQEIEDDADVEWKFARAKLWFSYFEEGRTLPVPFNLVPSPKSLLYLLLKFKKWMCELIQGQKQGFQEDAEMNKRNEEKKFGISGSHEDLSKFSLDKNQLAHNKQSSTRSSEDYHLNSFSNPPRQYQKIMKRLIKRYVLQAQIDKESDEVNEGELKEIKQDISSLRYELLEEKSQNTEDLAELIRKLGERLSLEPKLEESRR
# TRPC6 act = activators of mouse TRPC6 channel. actives 0.13% (n = 310,000). HEK293-TRPC6 membrane potential dye fluorescence; stronger effect = higher value. B-score at 10 µM;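 active = B-score of the integrated fluorescence ratio above library mean plus 3 SD, and starting fluorescence ratio within library mean plus 5 SD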;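 also: higher score means more depolarization so channel activation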
# MrgX1 antagonist = blocks BAM8-22 activation of human MrgX1 receptor. Q96LB2. MRGX1-HEK293 calcium flux, Fluo-4, BAM8-22 antagonism; stronger effect = lower value. B-score at 10 µM. actives 1.3% (n = 310,000);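 active = calcium-response B-score plate-corrected more than 3 library SD below zero, starting fluorescence within 5 deviations, no agonist response on first addition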;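 also: peak minus trough fluorescence over baseline after final BAM8-22 challenge near maximal dose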
# ANO1 block = mouse TMEM16A channel inhibition, primary screen; Q8BHY3; HEK293 TMEM16A/YFP iodide influx fluorescence, ionomycin; normalized B-score (activity score, 25-100; higher = stronger inhibition) at 10 µM; actives 1.2% (n = 310,000); AID 588511;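 active = ratio plate-corrected score three or more library SD toward inhibition, starting fluorescence score within five deviations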;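 also: score derived from kinetic fluorescence span divided by baseline fluorescence per well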
# MrgX1 PAM = human MrgX1 positive allosteric modulation, primary screen | Q96LB2 | actives 0.63% (n = 310,000) | B-score at 10 µM | AID 588675 | MrgX1-HEK293, Fluo-4 calcium flux, FDSS; stronger effect = higher value;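 active = plate-corrected calcium response at least 3 library SD above typical, normal starting fluorescence, not activating the receptor alone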;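 also: compound read alongside a low EC10 to EC30 dose of BAM8-22 agonist; peak minus trough fluorescence over baseline measured at the second addition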
# SKKanGAS inh = inhibitors of SKKanGAS S. pyogenes growth in kanamycin (SK-promoter or general growth effect). actives 1.3% (n = 300,000). inhibition, % at 7.5 µM. BacTiter-Glo, 6 h;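 active = mean replicate score, as percent of positive control median, at least 50; inconclusive = mean below 50 but one replicate at or above 50; inactive = mean and every replicate below 50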;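 also: strain carries kanamycin resistance gene driven by streptokinase promoter and grows in 40 µg/ml kanamycin; loss of luminescence reflects streptokinase promoter inhibition or plain growth inhibition; 0% = median of DMSO wells and 100% = positive control at its reference dose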
# RGS4 inh = human RGS4 inhibition. P49798. HEK293 M3R/RGS4 inducible, Fluo-4 calcium flux; stronger effect = higher value; triggered by carbachol at its EC20. B-score at 10 µM. actives 0.45% (n = 310,000). AID 463165;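 active = B-score, a plate-corrected calcium signal, over three deviations above library mean, with baseline fluorescence within five deviations of library mean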;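 also: RGS4 expression induced by doxycycline in cells with stable M3 receptor; B-score is computed from the integrated fluorescence ratio over baseline after carbachol; higher B-score means a larger calcium signal and so more RGS4 inhibition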
# Target sequence (P49798 whole entry, looked up): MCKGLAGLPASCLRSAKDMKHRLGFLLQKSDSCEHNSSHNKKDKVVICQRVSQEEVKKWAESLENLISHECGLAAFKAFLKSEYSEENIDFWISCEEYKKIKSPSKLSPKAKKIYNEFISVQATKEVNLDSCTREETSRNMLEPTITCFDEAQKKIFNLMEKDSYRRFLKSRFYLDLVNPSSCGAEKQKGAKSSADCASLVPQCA
# MrgX1 ag = activates human MrgX1 receptor signaling | B-score at 10 µM | MrgX1-HEK293 cells, Fluo-4 calcium fluorescence, agonist mode; stronger effect = higher value | Q96LB2 | actives 0.44% (n = 310,000);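 active = calcium response B-score plate-corrected fluorescence ratio at least 3 library SD, with starting fluorescence B-score inside 5 SD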
#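 Material – MrgX1-expressing HEK293 cells · Input – 15,000 cells seeded per well · Dosing – compound as first of three additions · Times – overnight seeding, then 1 h dark dye loading · Measured by – kinetic Fluo-4 NW fluorescence of intracellular calcium · Read-out – B-scored fluorescence response ratio · Benchmarks – positive and negative control wells on each plate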
# ANO1 activ = activates or potentiates the mouse TMEM16A chloride channel; Q8BHY3; HEK293 TMEM16A/YFP-H148Q/I152L, iodide quench fluorescence; stronger effect = lower value; B-score at 10 µM; actives 0.3% (n = 340,000); AID 623877;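 active = fluorescence-ratio B-score plate-corrected deviation score at least 3 library SD below zero, with starting fluorescence score within 5 deviations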;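 also: channel opened by trigger with iodide after compound preincubation; score built on the fluorescence ratio of max minus min over baseline; more negative score means more quench and so TMEM16A activation or potentiation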
# RGS4 act = potentiators or activators of RGS4; actives 0.92% (n = 310,000); B-score at 10 µM; AID 463111; HEK293 M3R/inducible RGS4, carbachol calcium flux Fluo4; stronger effect = lower value;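 active = B-score of the integrated calcium signal more than 4 SD below the library mean, with starting fluorescence not abnormally high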;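 also: negative B-score means reduced calcium response which marks RGS4 activation or potentiation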
#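 Material: Inducible-RGS4 HEK293 cells carrying M3 receptor; also added: carbachol at ECmax as muscarinic agonist stimulus; incubation: compound preincubation 20 min at room temperature before agonist; signal: Fluo4-AM (2 µM) calcium-flux fluorescence, kinetic read; measure: integrated calcium ratio converted to B score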
# HDAC3 inh = inhibitors of human histone deacetylase 3. O15379. inhibition, % at 8.3 µM. actives 0.15% (n = 320,000). recombinant HDAC3, fluorogenic peptide/trypsin coupled, fluorescence; in the data active = inhibition above about 26%, passing the limit was not always enough; inconclusive = no clear call, values can overlap the other calls
# Active calls of the source: *; i = inactive; ? = inconclusive; . = no result given. This is a random part of the collection; overall some 6.7% were active at least once.
Structure	RGS4 inh	TRPC6 inhibitor	ANO1 block	HDAC3 inh	RGS4 act	MrgX1 PAM	SKKanGAS inh	MrgX1 ag	MrgX1 antagonist	ANO1 activ	TRPC6 act
CCCCOc1ccc(C(=O)NCC(=O)NCC2CCCO2)cc1 (stereo not drawn)	i	i	i	11.0	i	i	9.0	i	i	i	i
COc1ccc(OCCN2C(=O)c3cccc(N)c3C2=O)cc1	i	i	i	0.9	i	i	-1.2	i	i	i	i
CN(C)C(CNC(=O)CCCN1C(=O)c2cccc3cccc(c23)C1=O)c1ccccc1 (stereo not drawn)	i	i	i	1.2	i	i	4.6	i	i	i	i
O=C1CN(C(=O)COc2ccc(F)cc2Cl)c2ccccc2N1	i	i	i	.	i	i	-2.0	i	i	i	i
CCOCCCNC(=O)CN1C(=O)/C(=C\c2ccc(C)cc2)Sc2ccccc21	i	i	i	9.5	i	i	-2.1	i	i	i	i
COC(=O)Cc1ccc(NC(=S)NC2CC2)cc1	i	i	i	-19.3	i	i	2.8	i	i	i	i
COc1cccc(NC(=O)c2cnn(-c3ccccc3)c2C)c1	i	i	i	-2.3	i	i	-7.2	i	i	i	i
Cc1ccc(Nc2nnns2)cc1	i	i	i	0.9	i	i	-1.4	i	i	i	i
Cc1ccc2oc(=O)n(Cc3ccccc3)c2c1	i	i	i	4.6	i	i	1.7	i	i	i	i
O=C1C(c2cc(=O)c3ccccc3[nH]2)=C(O)c2ccccc21	i	i	i	1.2	i	i	16.0	i	i	i	i
O=C(O)c1ccc(Cl)c(S(=O)(=O)Nc2ccc3[nH]c(=O)[nH]c3c2)c1	i	i	i	4.0	i	i	-3.1	i	i	i	i
O=c1oc(-c2ccccc2[N+](=O)[O-])nc2ccccc12	i	i	i	8.6	i	i	3.3	i	i	i	i
CC(C)(C)OC(=O)N/N=C/c1ccc(C(=O)O)cc1	i	i	i	-9.2	i	i	-10.3	i	i	i	i
CCn1ccc(C(=O)Oc2ccc(Cl)cc2)n1	i	i	i	-1.9	i	i	0.3	i	i	i	i
FC(F)(F)COc1nc(N2CCCCC2)nc(N2CCNCC2)n1	i	i	i	-9.9	i	i	-6.6	i	i	i	i
CN1CCN(S(=O)(=O)c2cccc([N+](=O)[O-])c2)CC1	i	i	i	-6.0	i	i	.	i	i	i	i
CCOc1cnn(-c2ccccc2)c(=O)c1Cl	i	i	i	-2.8	i	i	2.0	i	i	i	i
CC(=O)N1CCc2cc(S(=O)(=O)CCC(=O)NCc3cccs3)ccc21	i	i	i	-2.2	i	i	-0.2	i	i	i	i
COc1ccc(OC)c(S(=O)(=O)Nc2ccc(-c3ccc4nncn4n3)cc2)c1	i	i	i	9.8	i	i	11.5	i	i	i	i
Cc1c(N=Cc2c(O)n(Cc3ccco3)c(=O)c3ccccc23)c(=O)n(-c2ccccc2)n1C	i	i	i	0.3	i	i	3.4	i	i	i	i
Cc1ccc(C(=O)O/N=C(\N)c2ccccn2)c(Cl)c1	i	i	i	7.1	i	i	15.9	i	i	i	i
N#CCCN(C(=O)CSc1nc2nc(-c3cccs3)cc(C(F)(F)F)c2c(=O)[nH]1)c1ccccc1	i	i	i	-4.3	i	i	34.2	i	i	i	i
COc1cccc2c1OCC(C(=O)Nc1nccs1)=C2	i	i	i	2.1	i	i	2.5	28*	i	i	i
CN(C)c1ccc(NC(=O)N2CCOCC2)cc1	i	i	i	3.1	i	i	-2.4	i	i	i	i
COc1ccc(CNS(=O)(=O)c2cc3c4c(c2)CCN4C(=O)CC3)cc1	i	i	.	.	i	.	1.0	.	.	i	i
Nc1[nH]n2c(=O)cc(-c3ccccc3)nc2c1N=Nc1ccc(S(N)(=O)=O)cc1	i	i	i	?	i	i	10.0	i	i	i	i
CCC(=O)N1c2ccccc2NC2=C(C(=O)CCC2)C1c1ccc(N(C)C)cc1 (stereo not drawn)	i	i	i	2.6	i	i	0.6	i	i	i	i
CN(CCO)c1cnccn1	i	i	i	-1.2	i	i	2.2	i	i	i	i
CC(C)(C)c1csc(NC(=O)c2ccccc2O)n1	i	i	25*	-6.4	i	i	15.8	i	i	i	i
CCCOC(=O)c1c(NC(=O)CSc2nc(-c3ccco3)cc(C(F)(F)F)n2)sc(C(=O)OC)c1C	i	i	i	-3.8	i	i	13.6	i	i	i	i
COc1ccc(CNC(=O)N2CCN(S(=O)(=O)c3ccccc3)CC2)cc1	i	i	i	-2.6	i	i	-0.4	i	i	i	i
CC(=O)Cc1nsc(Nc2cccc(C)c2)n1	i	i	i	3.4	i	i	.	i	i	i	i
COc1ccc(C2(C)NC(=O)N(CC(=O)NCc3ccccc3)C2=O)cc1OC (stereo not drawn)	i	i	i	-1.4	i	i	-0.7	i	i	i	i
COc1ccc(C(=O)Nn2c(C)nc3ccccc3c2=O)cc1OC	i	i	i	2.2	i	i	-2.4	i	i	i	i
Cc1ccc(/C=N/NC(=O)CSc2nnc(-c3ccccc3)n2-c2ccc(Cl)cc2)o1	i	i	i	5.4	i	i	-7.3	i	i	i	i
Nc1nc2ccccc2n1C(=O)c1ccccc1	i	i	i	?	i	i	0.8	i	i	i	i
Nc1csnc1C(=O)O	i	i	i	-1.0	i	i	-8.5	i	i	i	i
COc1ccc(NC(=O)CSc2nnc3ccc(-c4cccnc4)nn23)cc1OC	i	i	i	0.7	i	i	-14.3	i	i	i	i
CNC(=S)N(Cc1cccs1)Cc1cc2cc(OC)ccc2[nH]c1=O	i	i	i	-5.9	i	i	-9.2	i	i	i	i
O=C(Nc1ccccc1C(F)(F)F)c1ccccc1Br	i	i	i	-0.1	i	i	17.9	i	i	i	i
COc1cccc(N2CCN(c3nc(C)cc(=O)[nH]3)CC2)c1	i	i	i	3.8	i	i	-13.5	i	i	i	i
CCCNc1nc(Nc2ccc(C)c(Cl)c2)c2cnn(C)c2n1	i	i	i	13.3	i	i	6.3	i	i	i	i
O=C(C1CC1)N1CCN(c2ccnc3cc(Cl)ccc23)CC1	i	i	i	5.8	i	i	-2.0	i	i	i	i
COCCNC(=S)N(CCc1c(C)[nH]c2ccc(F)cc12)Cc1cccs1	i	i	i	12.7	i	i	3.2	i	i	i	i
CN(C)Cc1c(C(=O)N/N=C/c2cccnc2)nnn1-c1nonc1N	i	i	i	2.5	i	i	10.1	i	i	i	i
CC(Oc1cccc(Cl)c1)C(=O)Nc1cc(Cl)ccc1N1CCOCC1 (stereo not drawn)	i	i	i	-3.7	i	i	21.6	i	i	i	i
O=c1c2ccccc2cnn1Cc1nnc(-c2cccs2)o1	i	i	i	-5.6	i	i	3.4	i	i	i	i
CN(C(=O)c1ccc2nc(N)sc2c1)c1ccccc1	i	i	i	7.0	i	i	-6.0	i	i	i	i
COc1ccccc1OC(=O)CN1C(=O)c2ccccc2C1=O	i	i	i	-1.4	i	i	1.0	i	i	i	i
COc1cc(OC)cc(C(=O)Nc2cccc3ccccc23)c1	i	i	i	-4.3	i	i	2.9	i	i	i	i

# More structures
Structure	RGS4 inh	TRPC6 inhibitor	ANO1 block	HDAC3 inh	RGS4 act	MrgX1 PAM	SKKanGAS inh	MrgX1 ag	MrgX1 antagonist	ANO1 activ	TRPC6 act
CC(=O)C1=C(c2cccc([N+](=O)[O-])c2)N(C(C)=O)n2c(C)nnc2S1	i	i	i	-2.1	i	i	5.3	i	i	i	i
O=C(Nc1ccc(Br)cc1)c1cccn1-c1ncc(C(F)(F)F)cc1Cl	i	i	i	7.1	i	i	17.9	i	i	i	i
CC(C)(C)NC(=O)c1ccc2c(c1)C1C3CCC(C3)C1C(c1ccccc1)N2 (stereo not drawn)	i	i	i	-0.6	i	i	5.0	i	i	i	i
Cn1c(=NC(=O)CCl)sc2ccccc21	i	i	i	9.0	i	i	-3.3	i	i	i	i
O=C(c1ccco1)N1CCN(C2CCCC2)CC1	i	i	i	2.1	i	i	-4.1	i	i	i	i
CC(C)Oc1ccc(S(=O)(=O)N2CCOCC2)cc1NC(=O)C(C)Oc1ccc(F)cc1 (stereo not drawn)	i	i	i	-10.7	i	i	26.0	i	i	i	i
CCCCCC(=O)Nc1ccc2ccccc2c1	i	i	i	.	i	i	-0.5	i	i	i	i
CCc1c(O)nc(SCc2nc3ccccc3c(=O)[nH]2)[nH]c1=O	i	i	i	-5.3	i	i	-11.4	i	i	i	i
CSc1nc(C)c(C(=O)Nc2ccccc2)c(C)c1C#N	i	i	i	0.5	i	i	6.9	i	i	i	i
COc1ccc(C2Nc3ccccc3C(=O)N2c2ccc(C)cc2)cc1Cn1nc(C)c([N+](=O)[O-])c1C (stereo not drawn)	i	i	i	.	i	i	11.1	i	i	i	i
O=C(O)c1ccc(NC(=O)c2ccccc2NC(=O)c2ccccc2Cl)cc1	i	i	i	5.6	i	i	-0.5	i	i	i	i
CN(C)c1ccc(N/C=C/C(=O)C(C)(C)C)cc1	i	i	i	1.3	i	i	1.6	i	i	i	i
Cc1ccc(-n2nnc3c(=O)n(CC(N)=O)cnc32)cc1	i	i	i	-3.2	i	i	-2.2	i	i	i	i
CCOc1ccc(N2C(=O)C3C(c4ccccc4)=NN(c4ccccc4)C3C2=O)cc1 (stereo not drawn)	i	i	i	-12.8	i	i	21.9	i	i	i	i
OCC(Cc1ccccc1)Nc1c2ccccc2nc2ccccc12 (stereo not drawn)	i	-8.99*	i	-17.3	i	i	-21.3	i	i	i	i
COc1ccc(Br)cc1/C=C/C(=O)Nc1ccc(C)cc1	i	i	i	2.2	i	i	6.7	i	i	i	i
COc1ccc(Cl)cc1NC(=O)CSc1nc(N2CCCCC2)nc(N2CCCCC2)n1	i	i	i	8.9	i	i	1.0	i	i	i	i
C=CCn1c(Cc2cccs2)nnc1SCC(=O)c1ccc(F)cc1	i	i	i	0.3	i	i	-5.7	i	i	i	i
CCCCN1/C(=C/c2cccc[n+]2C)Sc2cc(NC(C)=O)ccc21	i	i	i	4.0	i	i	0.3	i	i	i	i
CCOP(=O)(OCC)C(Nc1cc(Cl)cc(Cl)c1)c1cccc(O)c1 (stereo not drawn)	i	i	i	11.6	i	i	-8.0	i	i	i	i
Cn1c(CC(=O)Nc2ccccc2F)nnc1SCC(=O)Nc1nccs1	i	i	i	0.0	i	i	-2.9	i	i	i	i
CSc1nc2ccccc2s1	i	i	i	3.2	i	i	0.5	i	i	i	i
